Bioassay records from PubChem.
NadD block – inhibitors of Staphylococcus aureus NadD | inhibition, % at 20 µM | 0.78% of 360,000 active | AID 602399 | purified NadD enzyme, colorimetric absorbance read-out; in the data active means inhibition above about 26%; further: some compounds past the cut are filed as inactive
FAS-TE inh – inhibitors of human fatty acid synthase thioesterase domain. 0.67% of 360,000 active. recombinant FAS-TE, OMFH fluorogenic substrate, fluorescence endpoint. inhibition, % at 15 µM. P49327;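 active means compounds whose normalised, plate-corrected inhibition of enzyme fluorescence in the single-dose primary screen is 50% or more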;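 further: 0% = DMSO with enzyme and 100% = substrate without enzyme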
Neddylation inh – cullin neddylation inhibition; TR-FRET cullin neddylation, biochemical; calls only at 25 µM; 0.58% of 360,000 active; AID 651699; in the data active means inhibition above about 36%
Rin1 Abl inh – blocks binding of human Rin1 to Abl | 0.4% of 360,000 active | P00519+Q13671 | inhibition, % at 7.35 µM | TR-FRET Rin1/Abl binding, biochemical; in the data active means inhibition above about 5%, passing the limit was not always enough
CSN deneddyl inh – CSN deneddylation inhibition. Q92905. Purified CSN, SCF-Nedd8-OG deneddylation, fluorescence polarization. inhibition, % at 12.5 µM. 0.38% of 360,000 active. AID 651999;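 active means pattern-corrected inhibition above about 35%, with an unprinted fluorescence ratio check between 0.5 and 1.5, limit read from the data, passing the limit was not always enough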;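 further: 0% = enzyme with substrate and 100% = substrate without enzyme; some results filed as inactive read as strong as hits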
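Material: purified human Csn5 enzyme expressed in HEK293T cells / Medium: Tris buffer pH 7.5, NaCl, DTT, Tween-20, trehalose, ovalbumin / Compound dosing: 12.5 µM single point / Schedule: 90 min incubation of compound, enzyme and substrate at room temperature / Signal: fluorescence polarization of the substrate / Control set: no-enzyme wells high, enzyme-with-substrate wells low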
Rpn11 inh – blocks the human proteasome subunit Rpn11 | O00487 | 0.59% of 360,000 active | AID 588493 | human 26S proteasome, Ub4-pepOG fluorescence polarization; 20S core pre-blocked with epoxomicin | calls only at 20 µM;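 active means inhibition at 20 µM, scaled to each plate's controls, above about 33%, limit read from the data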
MT1-MMP act inh – MT1-MMP (human) activation inhibition | HT1080 RFP-PRO-GFP cells, GFP/RFP ratio fluorescence, overnight; percent of plate control window, DMSO zero | GFP/RFP ratio change, % at 20 µM | 0.061% of 360,000 active | AID 651647;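 active means GFP/RFP ratio change of at least 30% with cell ATP level not reduced by more than half and red fluorescence within 50% of control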; further: strong numbers were not always called active
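system = RFP-PRO-GFP reporter HT1080 cells | dosing = 20 µM single dose, 1% DMSO | timing = overnight cell settling, then overnight compound exposure, 37 °C, 5% CO2 | read-out basis = GFP/RFP fluorescence ratio | controls = DMSO and RFP-L50D-GFP cell wells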
PABP1 MLLE inh – inhibitors of microRNA-mediated deadenylation, human PABP1 MLLE binding; P11940; GST-MLLE / FITC-PAM2 fluorescence polarization; 0.36% of 360,000 active; inhibition, % at 20 µM; in the data active means inhibition above about 35%, passing the limit was not always enough;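 further: plate controls were DMSO wells with GST-MLLE for no effect and wells lacking GST-MLLE protein for full effect; some results filed as inactive read as strong as hits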
SKN-1 inh – inhibitors of C. elegans SKN-1; 0.49% of 360,000 active; inhibition, % at 21.8 µM; AID 624304; C. elegans VP596 Pgst-4::GFP/RFP ratio, acrylamide-induced, 24 h;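 active means interference check ratio from 0.5 to 1.5 plus GFP to RFP signal ratio inhibition reaching or exceeding a fixed threshold, cut at about 30% in these data, passing the limit was not always enough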; further: some compounds called inactive have numbers as strong as hits
Active calls of the source: *; i = inactive; . = not tested or not shown; + = active, no number; & = joins results of further samples.

SMILES | NadD block | FAS-TE inh | Neddylation inh | Rin1 Abl inh | CSN deneddyl inh | Rpn11 inh | MT1-MMP act inh | PABP1 MLLE inh | SKN-1 inh
COC(=O)c1ccc(CSc2nnc(NC(C)C)s2)o1 | 5 | -8 | i | 1 | -1 | i | 2 | 26 | 0
CC(=O)N1CC(C)Oc2ccc(S(=O)(=O)NC(CC(=O)O)c3ccc(C)cc3C)cc21 (stereo unspecified) | 0 | -5 | i | 2 | 1 | i | -2 | 7 | -6
CC(=O)Nc1ccc(S(=O)(=O)N2CCN(C(=O)c3ncoc3-c3ccc(C)cc3)CC2)cc1 | -1 | 5 | i | -2 | -2 | i | -4 | 0 | 23
Cn1c(C(=O)N[C@@H](Cc2ccccc2)C(=O)O)cc2cc(Cl)ccc21 | -7 | 1 | i | 0 | 13 | i | -11 | -18 | 2
CC(C)C(=O)Nc1cccc(C(=O)N2CCCCC2C)c1 (stereo unspecified) | 3 | -5 | i | -3 | -2 | i | -10 | 0 | 5
COc1ccc(OC)c(C2/C(=C(/O)c3cnn(-c4ccccc4)c3C)C(=O)C(=O)N2CCN(C)C)c1 (stereo unspecified) | -5 | -5 | i | 2 | -1 | i | 3 | -11 | -7
CCCN(CCC)C(=O)Cn1c(=O)n(CCCCC(=O)NC2CCCC2)c(=O)c2ccccc21 | 2 | -1 | i | 0 | -3 | i | -3 | -9 | 17
Cc1ccc(NC(=O)OCCN2CCN(S(=O)(=O)c3ccc(C)cc3)CCC2=O)cc1 | -9 | 3 | i | 2 | -2 | i | 2 | 10 | -6
COc1cccc(CNC(=O)c2ccc(CS(=O)Cc3ccc(C)cc3)o2)c1 (stereo unspecified) | 4 | -1 | i | 2 | 0 | i | 2 | 10 | -11
O=C(CCS(=O)(=O)Cc1ccccc1)Nc1nncs1 | -4 | -5 | i | -1 | 2 | i | 1 | -3 | 3
Cc1cccn2c(=O)c(C=O)c(Nc3ccc(S(N)(=O)=O)cc3)nc12 | 1 | 3 | i | -1 | 3 | i | -7 | 4 | -15
Cc1c(OCC(=O)N2C[C@H]3C[C@@H](C2)c2cccc(=O)n2C3)ccc2c3c(c(=O)oc12)CCC3 | -3 | -2 | i | -3 | 4 | i | 5 | 9 | 6
CCN(CC(=O)Nc1ccc2c(c1)OCCO2)C(=O)c1cc(Cl)nc2ccccc12 | 0 | 1 | i | -3 | -10 | i | 3 | 0 | -7
Cc1ccc(OCCC(=O)Nc2ccc(C)c(S(=O)(=O)N3CCOCC3)c2)cc1 | -4 | 16 | i | -2 | 6 | i | 6 | 5 | -4
O=C(NNC(=O)c1cc2ccccc2oc1=O)c1ccccc1 | 3 | 0 | i | -1 | 5 | i | 2 | 22 | 10
COc1ccc2nc(NC(=O)c3ccc(-n4nc(C)cc4C)cc3)sc2c1 | -3 | -1 | . | 1 | -1 | i | -2 | 2 | -6
COc1ccc(NC(=O)NN2CCN(C)CC2)cc1OC | 4 | -7 | i | -1 | 4 | i | 1 | 8 | 0
CC(C)(C)n1nnnc1CN1CCN(C(c2ccccc2)c2ccccc2)CC1 | -8 | 14 | i | -4 | -3 | i | -11 | -3 | 9
O=C(c1[nH]c(C(F)(F)F)nc1-c1ccccc1)N1CCCCC1 | -9 | -4 | i | -3 | 10 | i | -1 | 10 | 9
CC(=O)c1ccc(N(CC(=O)NC2CCS(=O)(=O)C2)S(=O)(=O)c2ccc(Cl)cc2)cc1 (stereo unspecified) | 2 | -5 | i | 3 | -3 | i | 2 | -41 | 2

Another view of 3 compounds above:
Values in the order – NadD block, FAS-TE inh, Neddylation inh, Rin1 Abl inh, CSN deneddyl inh, Rpn11 inh, MT1-MMP act inh, PABP1 MLLE inh, SKN-1 inh
COc1ccc(NC(=O)NN2CCN(C)CC2)cc1OC
  4, -7, i, -1, 4, i, 1, 8, 0
COc1cccc(CNC(=O)c2ccc(CS(=O)Cc3ccc(C)cc3)o2)c1 (stereo unspecified)
  4, -1, i, 2, 0, i, 2, 10, -11
Cc1ccc(OCCC(=O)Nc2ccc(C)c(S(=O)(=O)N3CCOCC3)c2)cc1
  -4, 16, i, -2, 6, i, 6, 5, -4

Next entries:
SMILES | NadD block | FAS-TE inh | Neddylation inh | Rin1 Abl inh | CSN deneddyl inh | Rpn11 inh | MT1-MMP act inh | PABP1 MLLE inh | SKN-1 inh
CC(C)(C)S(=O)N1Cc2cc(C(=O)N[C@@H]3CCN(Cc4ccccc4)C3)nc(-c3cccc(-c4cc5ccccc5o4)c3)c2[C@@H]1CCO (stereo partly specified) | 6 | 19 | i | 0 | 9 | + | -6 | -45 | 25
Cc1cccc(C)c1Cn1c(C)c(C(=O)NCCC#N)sc1=O | -3 | -1 | i | 3 | 1 | i | 7 | -20 | 10
CN1CCN(S(=O)(=O)c2cccc(C(=O)Nc3sc4c(c3C(N)=O)CCCC4)c2)CC1 | -3 | 15 | i | -3 | 1 | + | 3 | -16 | 18
CC(C)(C)NC(=O)/C=N/O | -2 | -10 | i | 1 | -3 | i | -8 | -9 | 20
COc1cc(NC(=O)CSc2nnc(Cn3nnc4ccccc43)n2C)cc(OC)c1 | -5 | -4 | i | -1 | 6 | i | 4 | 3 | -1
Cc1ccc2c(c1)Oc1ccc([N+](=O)[O-])cc1C(=O)N2 | 2 | -4 | i | 2 | 3 | i | 1 | 2 | 4
COc1ccccc1CNC(=O)c1ccccc1C(=O)NC(C)(C)C(=O)NCc1ccccc1OC | 2 | -2 | i | -6 | -2 | i | -2 | 6 | 19
CC(C)c1ccc(CC(=O)N2CCC2(C)C(=O)NS(=O)(=O)c2ccc(C(C)(C)C)cc2)cc1 (stereo unspecified) | 4 | -7 | i | -2 | 3 | i | 4 | 0 | 1
COc1ccc(Cl)cc1NC(=O)CSc1nnc(CNC(=O)c2ccco2)o1 | 2 | -12 | i | 4 | -3 | i | . | -3 | 2
COc1ccc2c(ccn2S(=O)(=O)c2ccccc2)c1 | -1 | 17 | i | 0 | -1 | i | 5 | 2 | -1
COC(=O)/C=C/c1cc(F)ccc1S(=O)(=O)NC(C)(C)C | -1 | -11 | i | 1 | 0 | i | 2 | -2 | 10
O=C(C=Cc1ccccc1Cl)c1ccccc1 | -3 | 0 | i | 2 | 14 | i | -1 | -5 | -5
CN(C)/C=N/c1nc2nccc(-c3ccccn3)n2n1 | 2 | -8 | . | 0 | -11 | i | 2 | -4 | 6
CCC1CN(C(=O)N2CCC(C(=O)NCc3ccc(C)o3)CC2)c2cc(C)ccc2O1 (stereo unspecified) | -6 | 10 | i | 1 | 1 | i | 4 | 1 | 8
Cc1ccc2cc(CN(C)C(=O)C3CCCO3)c(=O)[nH]c2c1 (stereo unspecified) | 1 | -9 | i | 2 | -2 | i | 2 | -6 | 18
CN(C)C(=O)/C(=C\c1ccc(-c2cccc([N+](=O)[O-])c2)o1)NC(=O)c1ccccc1 | -2 | 5 | i | -3 | -7 | i | -2 | 6 | 11
CC(=O)c1cccc(N2C(=NC(=O)CCc3ccccc3)SC3CS(=O)(=O)CC32)c1 (stereo unspecified) | 2 | 5 | i | 3 | 0 | i | 3 | -3 | -24
Cc1ccc(C(C)(C)C)c(SCC(=O)Nc2nnc(C)s2)c1 | -7 | -6 | i | 3 | -7 | i | 3 | -11 | 1
CCOc1ccccc1C(=O)NCC(=O)OCc1csc(CC(=O)Nc2ccc(C)cc2)n1 | 27 | -1 | i | 3 | 6 | i | -1 | -20 | 14
CN(C)C(=O)c1ccc(=O)n(Cc2ccc(Cl)cc2Cl)c1 | -6 | -2 | i | -1 | 1 | i | 1 | -7 | 2
CSc1nc(C)cc(OCC(=O)N/N=C/c2ccccc2O)n1 | -5 | -5 | . | -3 | -3 | i | 4 | 12 | 4
CC1=CC(C)(C)Nc2ccccc21 | 7&-2 | 2&-4 | i | 2&-3 | 4&1 | i | -3&-1 | 24&4 | 14&-9
COc1ccc(-c2noc(CNC(=O)Nc3ccc(F)cc3)n2)cc1 | -6 | 2 | i | 2 | -8 | i | 2 | 1 | -9
Cc1cccc2sc(N3CCN(C(=O)c4cccs4)CC3)nc12 | -5 | 9 | i | 1 | -1 | i | -1 | 3 | -1
CC1CCc2c(sc3nc4n(c(=O)c23)CCS4)C1 (stereo unspecified) | 2 | 9 | i | -3 | 10 | i | 8 | 0 | 26
CC(C)CNS(=O)(=O)c1ccc(S(=O)(=O)N2CCN(CCC#N)CC2)cc1 | 0 | -5 | i | 0 | 1 | i | 2 | 7 | -1
COc1ccc(N(CC(=O)NC2CCCCC2)C(=O)CNC(=O)c2cccs2)cc1 | -2 | 1 | i | 2 | 2 | i | 0 | 12 | 41*
COc1ccc(-n2nc(N)c(C(N)=O)n2)cc1 | 2 | -3 | . | 3 | -12 | i | 4 | -11 | -7
O=C1NC(=S)N/C1=C/c1ccc2ccccc2c1 | 2 | -7 | i | 1 | 1 | i | -1 | 22 | 12
CCOC(=O)C(=Cc1ccc(-n2ccnc2)cc1)C(=O)OCC | -1 | -6 | i | -4 | 0 | i | -6 | 10 | 4
Cc1nn2c(-c3ccc(F)cc3)ccnc2c1Br | -7 | 7 | i | 3 | 1 | i | -2 | -5 | 13
CCOCCCN(C(=O)c1snc(C(N)=O)c1N)C(C(=O)NC(C)(C)C)c1ccc(Cl)cc1 (stereo unspecified) | -5 | 4 | i | 1 | 3 | i | 0 | 13 | -21
CC(=O)NC(c1ccc(F)c(F)c1)c1nc(-c2cnn(C)c2)cs1 (stereo unspecified) | -6 | -5 | i | 1 | 3 | i | 0 | -2 | 16
Cc1oc(/N=C/c2ccc(O)cc2O)c(C#N)c1C | -1 | -6 | i | 2 | -3 | i | 3 | 32 | 8
CCOc1ccc2[nH]c3c(N4CCN(c5ccccn5)CC4)ncnc3c2c1 | -7 | 9 | . | 4 | 2 | i | 14 | -5 | 9
O=C1CN2C(=N1)N(Cc1ccccc1)c1ccccc12 | 0 | -6 | i | -1 | 2 | i | 5 | -13 | -2
Cc1ccc(C(=O)/C=C/c2ccc3ncccc3c2)cc1 | 0 | 0 | i | -1 | 19 | i | 1 | -6 | -3
COC(=O)c1ccc(CSc2nncn2N)cc1 | 4 | -5 | i | -2 | 5 | i | -2 | 5 | 7
Nc1c(Cl)cc(-c2csc(N3CCCC3c3nc4cc(Cl)c(Cl)cc4n3CCOCCO)n2)cc1Cl (stereo unspecified) | 9 | 6 | i | -1 | 6 | i | -3 | -26 | 3
O=C(O)c1ccc(S(=O)(=O)c2ccc3c(c2)C(=O)N(c2ccc(Br)cc2)C3=O)cc1 | 9 | 1 | i | 5 | 0 | i | -1 | 7 | 4
CO[C@H]1C=CO[C@@]2(C)Oc3c(C)c(O)c4c(O)c(c(C=NN5CCN(C)CC5)c(O)c4c3C2=O)NC(=O)C(C)=CC=C[C@H](C)[C@H](O)[C@@H](C)[C@@H](O)[C@@H](C)[C@H](OC(C)=O)[C@@H]1C | 21 | 2 | i | -10 | 6 | i | 17 | -13 | 37
Cc1cc(=O)[nH]c(N/N=C/c2c(F)c(F)c(F)c(F)c2F)n1 | 3 | 0 | i | 2 | 1 | i | 2 | 7 | 12
